ERK EGF block: inhibitors of EGF-stimulated ERK signaling pathway; HEK293-V1b, EGF-stimulated phospho-ERK AlphaScreen; Potency, µM (doses to about 11.5 µM), without a hit: at the top dose activity change, negative = inhibition, usual class: inhibitors; actives 0.41% (n = 130,000); AID 1454; active means well fitted inhibition curve with a large enough effect; inconclusive means small, poorly fitted or top-dose-only effect, or effect the other way;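 further: plate controls were stimulated vehicle wells for no effect and unstimulated vehicle basal for full effect; nearly all actives have a fitted effect of over 55% in size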
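Compounds are titrated over HEK293-V1b cells kept overnight in 1% FBS. After 30 min at 37C, EGF (25 nM final) triggers ERK phosphorylation for 5 min, measured by AlphaScreen in lysates.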
Starred values were filed as active, the others as inactive; ? = inconclusive; & = joins results of further samples; [ ] = another dose, or the depositor's remark. Potency means the concentration at half of the fitted maximal effect.

SMILES	ERK EGF block
CN1CCN(C(=O)C2=C[C@H](c3ccccc3)C[C@H](OCc3ccc(CO)cc3)O2)CC1	-3%[57.5 µM]
Cc1cc(-c2n[nH]c(=S)n2/N=C/c2ccc(Br)s2)n[nH]1	1%
COCCCn1c(SCC(=O)N2CCc3ccccc32)nnc1-c1ccco1	-2%
CCOc1ccc(NC(=O)CSc2nnc(CNC(=O)c3ccco3)o2)cc1	-11%
Cc1cccc(OCCSc2nncn2C)c1	-4%
COc1ccc(N/N=C(/C#N)S(=O)(=O)C(C)(C)C)cc1	8%
CCCn1c(SCC(=O)NCCc2ccccc2)nnc1C(C)C	-1%[57.5 µM]
COc1ccccc1NS(=O)(=O)c1cc(NC(=O)Nc2ccc(Cl)cc2Cl)ccc1N1CCCCC1	-5%
O=C(CSc1ccccn1)Nc1nc2c(ccc3ccccc32)s1	-3%
O=C(CCN1C(=O)/C(=C/c2ccc3c(c2)OCO3)SC1=S)Nc1ccccc1	-5%
O=C(NCC1(c2ccccc2)CCCC1)C(=O)N1CCOCC1	1%
O=C1c2cnc3ncnn3c2CC2c3ccccc3CCN12 (configuration not stated)	-7%
COc1cc(NC(=O)[C@@H](NC(=O)c2ccco2)C(C)C)c(OC)cc1NC(=O)c1ccccc1	-11%
COc1ccc(N/N=C(\C#N)C(=N)SCc2ccccc2)cc1	?
CN(NC1OC(=O)c2ccccc21)c1c([N+](=O)[O-])cc(C(F)(F)F)cc1[N+](=O)[O-] (configuration not stated)	-2%[57.5 µM]
CCCC[C@@H]1CNC(=S)N1CCCc1cc(OC)c(OC)c(OC)c1	0%[57.5 µM]
CC(C)(C)c1ccc(Oc2ccc(N)cc2)cc1	?
CC(C)C(=O)Nc1ccc(C(=O)Nc2nnc(C(C)C)s2)cc1	-5%
COc1ccc(C(=O)OCc2nc(N)nc(Nc3ccccc3C)n2)cc1OC	-1%
CCCCn1c(SCC(=O)N(C)C2CCS(=O)(=O)C2)nc2cc(S(N)(=O)=O)ccc21 (configuration not stated)	-6%[57.5 µM]
O=C(Nc1nnc(C2CC2)s1)c1cc([N+](=O)[O-])ccc1N1CCCCC1	10%
CCn1c(=S)sc2c(=O)n(-c3ccccc3)c(=S)[nH]c21	1%[57.5 µM]
CCN(CC)c1ccc(C(=O)NN)cc1	3%
Cc1ccccc1CCN(CC(=O)NC1CCCCC1)C(=O)c1csnn1	-10%
COc1cccc(NC(=S)N2CCN(c3ccc([N+](=O)[O-])cc3)CC2)c1	-1%
C[C@H]1CC[C@@H]2N(C1)C[C@H]1[C@@H]3C[C@H]4[C@@H](C/C(=N\O)[C@H]5C[C@@H](O)CC[C@@]54C)[C@@H]3CC[C@H]1[C@]2(C)O	-12%
CC(=O)Nc1ccc(S(=O)(=O)N2CCN(S(=O)(=O)N3CCCCC3)CC2)cc1	2%[57.5 µM]
COc1ccc(C2=NN(C3=NN=C(N)Cc4ncnn43)C(O)(C(F)(F)F)C2)cc1 (configuration not stated)	-6%
CCOC(=O)CCn1nc(-c2ccc(C)cc2)c2ccccc2c1=O	-6%
Cc1nc2ccccn2c1C(=O)Nc1ccc2c(c1)OCCO2	-4%
CC(C)OCCCNC(=O)c1cccc(NC(=O)c2ccccc2)c1	-1%
Cc1ccc(NCc2n[nH]c(=S)n2-c2ccccc2)cc1	5%
CCCCNC(=S)Nc1ccc(F)cc1	-9%[57.5 µM]
O=[N+]([O-])c1ccc(/C([O-])=C(/C(=S)Nc2ccccc2F)[n+]2ccccc2)cc1	8%
CCOC(=O)c1c(NC(=O)CC2SC(N)=NC2=O)sc(C)c1C (configuration not stated)	-2%
CCOc1cc(N2CCOCC2)c(OCC)cc1NC(=O)c1oc2ccccc2c1C	4%
O=C(O)CCCCCN1C(=O)C(=O)/C(=C(/O)c2ccccc2)C1c1ccccc1 (configuration not stated)	10%[57.5 µM]
O=C(N/N=C/c1ccc(Cl)s1)c1ccccc1[N+](=O)[O-]	6%[57.5 µM]
CC(C)C1Cc2c(sc(NC(=S)NC(=O)c3ccccc3)c2C#N)CO1 (configuration not stated)	-5%
CC(=O)Oc1ccccc1C(=O)O	1%&5%
CCN(CC)c1ccc(-n2c(O)c(C=C3N=c4ccccc4=N3)sc2=S)cc1	-2%
CCCCC/C(=N\NC(=O)Nc1ccccc1)c1ccccc1	3%
N[C@@H](Cc1ccc(O)cc1)c1nnc([C@H](CC(=O)O)NC(=O)C2CCNCC2)o1	-5%[57.5 µM]
COc1ccc(NC(=S)Nc2cccc(S(=O)(=O)N3CCCCC3)c2)cc1	4%
Cc1cc(C)nc(/N=C2\NC(=O)CC(C(=O)O)N2c2ccc(Cl)cc2Cl)n1 (configuration not stated)	-8%
COC(=O)c1ccccc1NC(=O)C(=O)NCc1ccncc1	5%
COc1ccc(CCNCCC(=O)Nc2c(C)cc(C)cc2C)cc1OC	-3%
COc1ccc(CN(C)CC(=O)NC(C)c2ccccc2)cc1OC (configuration not stated)	7%
CCOC(=O)/C=C(/C)N1N=C(c2ccc(OC)cc2)CC1c1cccc([N+](=O)[O-])c1 (configuration not stated)	5%
COc1ccc([N+](=O)[O-])cc1NC(=O)c1cc(C)c(C)o1	-7%
CC(C(=O)Nc1nc2ccccc2s1)n1cc([N+](=O)[O-])cn1 (configuration not stated)	0%
Cc1cccc(C)c1NC(=O)CN(C)C(=O)C(c1ccccc1)c1ccccc1	4%
Brc1ccc(CNc2cc3c(cc2Br)OCCO3)cc1	-1%
O=C(c1ccco1)N1CCN(C(=O)c2ccccc2Oc2ccccc2)CC1	7%
O=C(N/N=C/c1ccc2c(c1)OCO2)c1ccc2ccccc2n1	-6%
COc1cc(N2C(=O)C=CC2=O)c(OC)cc1Cl	?
CCCc1nnc(NC(=O)OCC)s1	-12%[57.5 µM]
Oc1ccc2n[nH]nc2c1	6%
CCN(CC)C(=O)CSc1nc2ccc(NC(=O)CSc3nccn3C)cc2s1	1%
O=c1c2ccccc2c(C=Nc2ccc(S(=O)(=O)N3CCCCC3)cc2)c(O)n1-c1ccc(Cl)cn1	4%
Next part:
SMILES	ERK EGF block
O=c1c2ccccc2nc(-c2ccc([N+](=O)[O-])cc2)n1O	8%
CCN1C(=O)/C(=C2/Sc3ccc(OC)cc3N2C)SC1=Nc1ccc(OC)cc1	4%
CCCCN1C(=S)NC[C@@H]1Cc1ccccc1	2%[57.5 µM]
C/C(CCC(=O)OC[C@H]1O[C@H](C#Cc2ccccc2)C=C[C@@H]1Oc1ccc(C)cc1)=N\O[C@@H](C)CN1CCCCc2nc(C)c(C)cc21	12%
Cc1nnc(SCC2=C(C(=O)O)N3C(=O)C(NC(=O)Cn4nc(C)c(Cl)c4C)C3SC2)s1 (configuration not stated)	35%[57.5 µM]
CCN(CC)CCOC(=O)/C=C/c1ccccc1OC	1%
Cc1cc(Br)cc2c1NC(=O)C2(c1c(C)n(C)n(-c2ccccc2)c1=O)c1c(C)n(C)n(-c2ccccc2)c1=O	-4%
CCC(C)c1ccc(NC(=O)COc2c(F)c(F)c(C(F)(F)F)c(F)c2F)cc1 (configuration not stated)	1%
NC(=S)Nc1ccc2cc[nH]c2c1	-1%
CCCc1cc(C(=O)NNC(=S)NCC)c2ccccc2n1	1%
c1ccc(CSc2nnc(-c3cccs3)n2Cc2ccco2)cc1	-4%
CSc1nc2ccc(NC(=O)C3=NNC(=O)CC3)cc2s1	-4%
COc1ccc(C2/C=C\CN(S(=O)(=O)c3ccc(C)cc3)CC(=O)N2Cc2ccc(F)cc2)cc1 (configuration not stated)	2%[57.5 µM]
Cc1ccccc1CN1N=C(/C=C/c2ccccc2)CCC1=O	2%
COc1ccc(NS(=O)(=O)c2cc(NC(=O)c3nc4nc(C)cc(C)n4n3)ccc2C)cc1	3%
C=CCSc1nc(-c2ccc(OC)cc2)c(C#N)c(=O)n1CC=C	-1%
COc1ccc(NC(=O)NCc2ccco2)cc1OC	-7%
Cc1ccc(/C=C2/SC(=O)N(CC(=O)N3CCOCC3)C2=O)s1	0%
O=C(CCC(=O)N(CC(=O)NC1CCCCC1)Cc1ccccc1)Nc1ccccn1	-7%
COC(=O)c1cc(-c2ccc(Cl)cc2)n(-c2ccc(S(N)(=O)=O)cc2)n1	-5%
CCOC(=O)CCCCNC(=O)Nc1ccccc1	25%
COC(=O)C1=NN(c2ccc(Cl)cc2)C2C(=O)N(c3ccccc3OC)C(=O)C12 (configuration not stated)	-4%
CC(C)(C)c1ccc(S(=O)(=O)NNC(=O)C2CCN(Cc3cccc(F)c3)CC2)cc1	3%
COC(=O)CN1C(=S)N(c2ccc(OC)cc2)C(=O)/C1=C/c1cccs1	7%
O=C(NC1CCCC1)C(c1ccc(F)cc1)N(Cc1ccc(F)cc1)C(=O)CCl (configuration not stated)	5%
CC(=O)N(Cc1ccc(Br)cc1)c1ccccc1C(=O)O	3%[57.5 µM]
CC1(C)S/C(=N/N=C/c2ccco2)NC1=O	2%
COc1cccc(CNC(=O)CCC2CCCN(Cc3ccc(OC(F)F)cc3)C2)c1 (configuration not stated)	10%
COC(=O)c1ccccc1NC(=O)c1ccnn1C	-9%[57.5 µM]
C=CCSc1nnc(CC(OC)OC)n1-c1ccccc1	11%
Cc1cc(C)c(C)c(S(=O)(=O)NCc2ccc(C(=O)N3CCCC3)cc2)c1C	-1%
CN(NS(=O)(=O)c1ccc(Cl)cc1)c1nc(C(F)(F)F)nc2ccccc12	0%
CCOC(=O)Nc1nc(-c2ccc(Cl)cc2Cl)cs1	7%
COc1ccc([N+](=O)[O-])cc1NS(=O)(=O)c1ccc(Cl)c(C(=O)Nc2sc3c(c2C#N)CCCCC3)c1	1%
O=C(Nc1ncccn1)c1cc(-c2cccc(Br)c2)nc2ccccc12	-1%
CCOC(=O)c1cnn(CCOC(=O)c2cccc(F)c2)c1NC(=O)c1cccc(F)c1	11%
CCOC(=O)c1ccc(-c2ccc(C3Nc4ccccc4C(=O)N3O)o2)cc1 (configuration not stated)	?
N#Cc1ccccc1Cn1cc(/C=N/Nc2ccc([N+](=O)[O-])cn2)c2ccccc21	-1%
COC(=O)c1ccccc1NC(=O)CN(C)Cc1ccccc1	-4%
COc1ccc(S(=O)(=O)N(CC(=O)NC2CC2)c2ccc(C)cc2)cc1	-18%
O=C(Nc1ccc(OC(F)(F)F)cc1)N1CCN(c2ccnc3cc(Cl)ccc23)CC1	-2%[57.5 µM]
COc1ccc(OC)c(N/C=C/C(=C(C#N)C#N)N(C)C)c1	-13%
Nc1ccc(C(=O)N/N=C/c2sc(N3CCOCC3)nc2-c2ccccc2)cc1	0%
CCCc1sc(N)nc1-c1ccc(C)cc1	-10%
CCOc1cc(/C=N/NC(=O)CSc2nncn2C)ccc1OCc1cccc(C)c1	11%
CC(C)C1CCC(C(=O)NC(Cc2ccccc2)C(=O)O)CC1 (configuration not stated)	3%
CCOc1ccc(-c2csc(NC(=O)CSC3=NC(=O)CN3C(C)=O)n2)c2ccccc12	-10%
COc1cc(/C=C2\SC(=O)N(CC(=O)Nc3cccc(C)c3)C2=O)cc([N+](=O)[O-])c1O	15%
COC(=O)C/C=C/[C@@H](C)[C@@H](/C=N/OC[C@@H](C)[C@H](OCc1ccccc1)C(C)C)NS(=O)(=O)c1ccc(C)cc1	-4%
OCCOCCOc1ccccc1OCCOCCO	2%
CC(=O)OCCOc1nc(NC(C)C)nc(NC(C)C)n1	8%
COc1ccc(N2CCN(C(=O)CSc3ccc(C)cc3)CC2)cc1	1%
CCN1CCCC1Cn1c(-c2ccccc2)nc2c(NC3CCCCC3)nc(C)nc21 (configuration not stated)	0%
O=C(CC1NCCN(Cc2ccccc2)C1=O)Nc1ccccc1 (configuration not stated)	5%[57.5 µM]
CCC1=NN2C(=N)/C(=C\c3ccc(OCc4cc(=O)n5nc(CC)sc5n4)c(OC)c3)C(=O)N=C2S1	5%
CC(=O)Nc1ccc(S(=O)(=O)N2CC3(C)CC2CC(C)(C)C3)cc1 (configuration not stated)	2%
CC(C)N1CCC(N2CCN(Cc3nc4ccccc4s3)CC2CCO)CC1 (configuration not stated)	-20%[57.5 µM]
COc1cc2nc(N3CCN(C(=O)[C@H]4CCCO4)CC3)nc(N)c2cc1OC	-8%

Screening data (PubChem BioAssay)

These rows are one share of the data; rates above refer to the full screens.
